RNase H inhibition: RNase H inhibition, HIV 1 Gag Pol polyprotein, FRET biochemical assay, screening (AID 372). HIV-1 RT RNase H, FRET RNA/DNA substrate fluorescence; higher % means a stronger effect. inhibition, % at 10 µM; hits with a dose series show IC50 in µM. hit rate 0.77% among 100,000; in the data active means inhibition above about 50%
* = called active by the depositor; & = joins results of further samples.

Sample of the layout (three entries):
item	Structure	RNase H inhibition
1	CCOc1cc(C=O)ccc1OCc1ccc(C)cc1	13%
2	CC(=O)Nc1ccc(N2C(=O)c3cccc4c(C(=O)c5ccccc5)ccc(c34)C2=O)cc1	20%
3	O=C(Nc1ccc2c3c(cccc13)CC2)c1cc(Br)ccc1Cl	25%

This part in full, from the start:
item	Structure	RNase H inhibition
1	CCOc1cc(C=O)ccc1OCc1ccc(C)cc1	13%
2	CC(=O)Nc1ccc(N2C(=O)c3cccc4c(C(=O)c5ccccc5)ccc(c34)C2=O)cc1	20%
3	O=C(Nc1ccc2c3c(cccc13)CC2)c1cc(Br)ccc1Cl	25%
4	CC(C)(C)c1ccc(OCC(=O)Nc2cccc([N+](=O)[O-])c2)cc1	9%
5	CN(C)c1ccc(C(=O)C(O)c2ccc(C(C)(C)C)cc2)cc1 (stereo not given)	16%
6	COc1cc(C=O)cc(I)c1OCc1ccc(Cl)cc1	42%
7	NC(=O)/C=C/c1cccc([N+](=O)[O-])c1	13%
8	CP(=O)(c1ccc(C(N)=O)cc1)c1ccc(C(N)=O)cc1	13%
9	CCOC(=O)C1=C(C)OC(N)=C(C#N)C1c1ccccc1 (stereo not given)	11%
10	O=C1NC(=S)NC(=O)C1=Cc1ccccc1OC(=O)c1cccc2ccccc12	0%
11	Cc1ccc(CN2CCN(C(=O)c3ccccc3)CC2)cc1	9%
12	COc1ccc2c(Cl)c(C(=O)N3CCN(CCN4C(=O)c5cccc6cccc(c56)C4=O)CC3)sc2c1	0%
13	COc1ccc(CCNC(=O)c2c(Cl)ccc(Cl)c2OC)cc1OC	0%
14	COc1ccc(Br)c(/C=N/NC(=O)c2ccccc2OCc2ccccc2)c1	7%
15	O=[N+]([O-])c1ccc(Sc2nnnn2-c2ccccc2)nc1	5%
16	CC(C)(C)NC(=S)Nc1ccccc1	7%
17	CC(=O)Nc1ccc(N=Nc2c(C)[nH]n(-c3nc(-c4ccccc4)cs3)c2=O)cc1	5%
18	COc1ccc(OC)c(/C=C(\NC(=O)c2ccccc2)C(=O)N/N=C/c2ccc(OC)c(OC)c2OC)c1	9%
19	O=C(Nc1ccc2c(c1)C(=O)c1ccccc1C2=O)c1ccc(-c2cccc(Cl)c2)o1	41%
20	COc1cc(C)c(CNc2cc(-c3ccccc3)ccc2OC)cc1C	20%
21	CCOC(=O)C1=NNC2C(=O)N(c3ccc(Cl)cc3Cl)C(=O)C12 (stereo not given)	0%
22	Cc1ccc2oc(-c3cc(NC(=O)c4ccc5c(c4)OCCO5)ccc3O)nc2c1	11%
23	CN(C)CCN(C)C1CCc2ccccc2C1 (stereo not given)	3%
24	CC1CC(C)(C)CC2(C1)NC(=S)N(c1ccccc1)N2 (stereo not given)	5%
25	COc1ccc(N2C(=O)CC(NC3CCCCC3)C2=O)cc1 (stereo not given)	10%
26	CCOc1cc(/C=C2/SC(=S)N(CC)C2=O)ccc1OS(=O)(=O)c1ccc(C)cc1	17%
27	Cc1cccc(-n2c(O)c(/C=C3\C=CC=N3)c(=O)[nH]c2=S)c1	11%
28	O=C(Nc1cccc(Br)c1)C1CC1	2%
29	Cc1cc([N+](=O)[O-])cc2c(N=NC(=O)COc3ccc(Cl)cc3Cl)c(O)n(C)c12	0%
30	O=C(Nc1ccc(Cl)cc1Cl)c1cccc(N2C(=O)C=CC2=O)c1	19%
31	CC1=C(C(=O)OCCOc2ccccc2)C(c2ccncc2)C2=C(CC(c3ccccc3)CC2=O)N1 (stereo not given)	21%
32	CCCCCCN1C(=O)C(=O)/C(=C(\O)c2ccccc2)C1c1ccc(OC)cc1 (stereo not given)	8%
33	CC(C)=CC(C(=O)c1ccc(Cl)cc1)C(CC(=O)c1ccc(Cl)cc1)C(C)C (stereo not given)	10%
34	C=CCOC(=O)C1=C(C)NC2=C(C(=O)CCC2)C1c1ccc(OC)c(OC)c1OC (stereo not given)	7%
35	C=CCN(CC=C)C(=O)C(C)Oc1ccccc1 (stereo not given)	0%
36	CC(=O)Oc1cccc(Oc2ccc([N+](=O)[O-])cc2)c1	0%
37	Cc1cc(C)cc(OCCCc2c(C)n[nH]c2C)c1	9%
38	CCOC(=O)/C(C#N)=N\Nc1ccc([N+](=O)[O-])cc1C	14%
39	O=C(O)CCCCCN1C(=O)C(O)=C(C(=O)/C=C/c2ccccc2)C1c1ccc(F)cc1 (stereo not given)	5%
40	O=C1OC(c2ccc(Cl)cc2Cl)=N/C1=C/c1cccc([N+](=O)[O-])c1	3%
41	NC(=O)c1ccccc1N=Cc1ccccc1[N+](=O)[O-]	7%
42	O=C(Cc1ccc(F)cc1F)Nc1ccc(I)cc1	0%
43	CCCCC1(C)OC(=O)C(=Cc2ccc(O)cc2)C(=O)O1 (stereo not given)	0%
44	CSc1ccc(S(=O)(=O)N(CC(=O)Nc2ccc(C)cc2)c2ccc(C)cc2)cc1	7%
45	Brc1ccc(-c2nnc(SCc3ccccc3)o2)cc1	12%
46	COc1ccc(-c2cc(C(F)(F)F)n3nc(C(=O)Nc4cc(C)ccc4O)cc3n2)cc1OC	13%
47	COc1ccc(-c2cc(=O)oc3c(C)c(OCC(=O)c4ccccc4)ccc23)cc1	2%
48	COc1cc(C2C(C(=O)OCC(C)C)=C(C)NC3=C2C(=O)CC(c2ccc(Cl)cc2)C3)ccc1OC(C)=O (stereo not given)	0%
49	NC(=O)C1CCN(C(=O)c2cccc(C#CC3(O)CCCCC3)c2)CC1	1%
50	Cc1cc(C)cc(N(CC(=O)Nc2ccccc2C(F)(F)F)S(=O)(=O)c2ccccc2)c1	14%
51	C=CCNC(=O)Nc1ccc2nc3c4ccccc4c4ccccc4c3nc2c1	51%*
52	COc1ccc(/C=C/C(=O)Nc2ccc(OC)cc2OC)cc1	0%
53	CC1=C(C(=O)OCc2ccccc2)C(c2ccsc2)NC(=O)N1C (stereo not given)	14%
54	COC(=O)c1ccc(C=Nc2ccccc2Sc2c(C)n[nH]c2C)cc1	7%
55	O=C(O)COc1ccc(N2C(=O)c3ccc([N+](=O)[O-])cc3C2=O)cc1	5%
56	N#Cc1cccc(NC(=O)/C=C/C(=O)O)c1	6%
57	O=C1C(O)=C(S(=O)(=O)c2ccc(Br)cc2)C(c2ccccc2)N1c1ccccc1 (stereo not given)	11%
58	C/C(=N\N=C\c1ccccc1O)c1ccccc1O	7%
59	O=C(Nc1ccccc1)OCCOc1ccc(Br)cc1Br	13%
60	O=C1NC(=S)S/C1=C\c1ccc(N2CCCC2)cc1	54%*

(list continues)
item	Structure	RNase H inhibition
61	CCOc1ccc(C=Nc2cc(C)cc(C)c2)cc1	0%
62	COC(=O)/C(O)=C/C(=O)c1cccs1	0%
63	CCOC(=O)Cc1nnc(Nc2ccc(OC)cc2)c2ccccc12	12%
64	Cc1ccc(/C=C(\C#N)c2nc3ccccc3s2)cc1	8%
65	O=C(CCN1C(=O)/C(=C\c2cccs2)SC1=S)NCCCN1CCOCC1	14%
66	CCOc1cc(/C=N/NC(=O)C(=O)NCc2ccc(Cl)cc2)ccc1O	1%
67	C/C=C/COC(=O)C1=C(C)NC(=O)NC1c1ccccc1 (stereo not given)	17%
68	CCc1cc(OCCOc2ccc(C=O)cc2OC)ccc1Cl	43%
69	NC(=O)N=Nc1c(O)n(Cc2ccccc2)c2ccc(Br)cc12	19%
70	CCSCCOC(=O)C1=C(C)NC2=C(C(=O)CC(c3cccs3)C2)C1c1ccc([N+](=O)[O-])cc1 (stereo not given)	5%
71	O=C(CCNc1ccc(F)cc1)c1cccs1	19%
72	CCOc1cc(C(=O)Nc2ccc(-c3nc4ccc(C)cc4o3)cc2)cc(OCC)c1OCC	10%
73	CCOC(=O)Nc1n[nH]c(NC(=O)OCC)c1[N+](=O)[O-]	3%
74	CCOc1cc(/C=C2\SC(=S)N(c3ccc(Br)cc3)C2=O)ccc1O	10%
75	C=CC(=O)N1c2cc(OC)ccc2-c2c(ssc2=S)C1(C)C	17%
76	Cc1ccc(S(=O)(=O)N(CC(=O)NC2CC2)c2cc(C)cc(C)c2)cc1	12%
77	CCC(C)Oc1nc2ccccc2nc1NS(=O)(=O)c1ccccc1 (stereo not given)	4%
78	O=C(/C=C/c1ccc(-c2ccccc2[N+](=O)[O-])o1)Nc1ccc(N2CCOCC2)cc1	8%
79	CCN(CC)C(=O)CCCN1C(=O)/C(=C/c2ccccc2)SC1=S	5%
80	COc1ccc(CNC2C3CC4CC(C3)CC2C4)c(OC)c1C (stereo not given)	23%
81	COc1ccccc1C(=O)N(C)Cc1ccccc1	29%
82	Cc1ccc(C(C)C)c(OCC(=O)N2CCN(c3ccc([N+](=O)[O-])cc3Cl)CC2)c1	21%
83	CCOC(=O)C(N)CSC1CC(=O)N(c2ccc(OC)cc2)C1=O (stereo not given)	5%
84	CCCCOC(=O)c1ccc(NC(=S)NC(=O)c2cccs2)cc1	0%
85	COc1ccc(C(=O)NC(=S)Nc2c(C)cccc2C)cc1	9%
86	CSc1nc(C)cc(-n2ccc(=O)[nH]c2=O)n1	10%
87	CC(C)(C)c1ccc(C(=O)Nc2ccc(/C(N)=N\O)cc2)cc1	10%
88	COc1cccc(/C=N/NC(=O)C(C)O)c1 (stereo not given)	7%
89	O=C(CSc1ccc(Cl)cc1)N1CCCCC1	9%
90	O=C(O)COc1ccc(/C=N/NC(=O)c2cccc(Cl)c2)cc1	0%
91	CC(C)c1ccc(N(CC(=O)NC2CC3CCC2C3)S(=O)(=O)c2ccccc2)cc1 (stereo not given)	13%
92	COc1ccc(OC)c(/C=C2/C(=O)N(c3ccccc3)N=C2C)c1	4%
93	Cc1onc(-c2ccccc2)c1C(=O)Nc1sc2c(c1C#N)CCC(C)C2 (stereo not given)	21%
94	COc1ccc(-n2c(CSc3nnc(-c4ccc(OC)c(OC)c4)n3-c3ccccc3)n[nH]c2=S)cc1	9%
95	Cc1n(CCCCS(=O)(=O)[O-])c2cc(Cl)c(Cl)cc2[n+]1C	6%
96	O=C(c1cccs1)N1CCc2ccccc21	19%
97	CCOc1ccc(NC(=O)Cc2ccc(Cl)cc2)c([N+](=O)[O-])c1	37%
98	CCOC(=O)c1ccccc1NC(=O)C(CC)c1ccccc1 (stereo not given)	23%
99	COc1ccc(C(=O)Nc2cc(-c3nc4ccccc4o3)ccc2C)cc1	12%
100	CCOC(=O)c1c(NC(=O)c2ccc(Cl)cc2Cl)sc(C(N)=O)c1C	2%
101	O=C(COc1ccc([N+](=O)[O-])cc1)Nc1ccc(-c2nc3ccccc3o2)cc1	15%
102	O=c1[nH]cc(N=Cc2ccc([N+](=O)[O-])cc2)c(=O)[nH]1	5%&0%
103	COC(=O)C1=C(C)N=c2s/c(=C\c3ccccc3F)c(=O)n2C1c1ccc(OC)cc1 (stereo not given)	11%
104	O=C(Nc1ccc(Cl)cc1)c1ccc(N2CCCCCC2)c([N+](=O)[O-])c1	0%
105	O=C(N/N=C/c1cccs1)/C(=C\c1cccs1)NC(=O)c1ccccc1	8%

Rewritten with each value named: entries from further up
18	COc1ccc(OC)c(/C=C(\NC(=O)c2ccccc2)C(=O)N/N=C/c2ccc(OC)c(OC)c2OC)c1
  RNase H inhibition: 9%

81	COc1ccccc1C(=O)N(C)Cc1ccccc1
  RNase H inhibition: 29%

13	COc1ccc(CCNC(=O)c2c(Cl)ccc(Cl)c2OC)cc1OC
  RNase H inhibition: 0%

4	CC(C)(C)c1ccc(OCC(=O)Nc2cccc([N+](=O)[O-])c2)cc1
  RNase H inhibition: 9%

Following part:
item	Structure	RNase H inhibition
106	Cc1ccc(COc2c(Br)cc(/C=C3\Sc4ccccc4C3=O)cc2Br)cc1	2%
107	C(=NN1CCN(c2ccccn2)CC1)c1cccc(OCc2ccccc2)c1	0%
108	CCOc1cccc(NC(=O)/C(C#N)=C\c2cc(C)n(-c3ccc(O)cc3)c2C)c1	20%
109	Cc1sccc1/C=N/NC(=O)c1ccc(C(C)(C)C)cc1	4%
110	Cc1ccccc1C(=O)Nc1nnc(-c2ccco2)s1	14%
111	C=C(C)COc1ccccc1/C=C1\N=C(c2ccccc2Br)OC1=O	19%
112	CCc1ccc2oc(-c3cccc(NC(=O)COc4ccc(OC)cc4)c3)nc2c1	17%
113	Cn1c(O)c(C=NCc2cccnc2)c(=O)n(C)c1=O	0%
114	CCN(CC)c1ccc(/C=N/NC(=O)c2cc(Br)ccc2O)c(O)c1	16%
115	O=C(/C=C/c1cccc([N+](=O)[O-])c1)Nc1ccc(O)c(-c2nc3ccccc3o2)c1	29%
116	COc1ccc(OCCCCOc2c(C)cccc2C)cc1	39%
117	COc1ccc2c(c1OC)C(=O)N(c1cccc(Cl)c1)C2=O	0%
118	O=C(Nc1ccncc1)c1cc(-c2ccccc2)nc2ccccc12	14%
119	OCc1nc2ccccc2n1Cc1ccc(Cl)cc1	0%
120	COc1ccc(N=Cc2ccc(N3Cc4ccccc4C3)cc2)cc1	7%
121	Cc1nn(CC(=O)Nc2sc(C)c(C)c2C(N)=O)c(C)c1[N+](=O)[O-]	4.3µM*
122	COC(=O)/C(=C/C=C/c1cccs1)C(C)=O	3%
123	O=C(NC(=S)Nc1ccccn1)c1ccccc1Br	37%
124	c1cncc(-c2csc(NCc3ccco3)n2)c1	19%
125	Cc1ccc(S(=O)(=O)N/N=C/c2[nH]c3ccccc3c2Cl)cc1	5%
126	C/C(=N\NC(=S)Nc1cccc(C)c1)c1ccc(Br)cc1	7%
127	COc1ccc2c(c1)N(C(=O)CN1C(=O)c3ccccc3C1=O)C(C)(C)c1ssc(=S)c1-2	3µM*
128	CCOC(=O)c1cccc(-n2c(C)cc(C=O)c2C)c1	24%
129	CCc1cc2c(Nc3ccccc3)ncnc2s1	1%
130	CC(C)CN1C(=O)/C(=C/c2cccc(Oc3ccccc3)c2)SC1=S	3%
131	Cn1c(CC(O)c2ccccc2)nc2ccccc21 (stereo not given)	3%
132	c1ccc(-c2nc(C3COc4ccccc4O3)cs2)cc1 (stereo not given)	0%
133	COC(=O)C1=C(C(=O)OC)SC(=C2C(=S)C(C)(C)N(C(=O)c3ccccc3Br)c3ccccc32)S1	8%
134	COCc1cc(C)nc(Nc2ccc(C)cc2C)c1C#N	0%
135	CN(C)c1ccc(NC(=O)COc2ccc(Cl)cc2Cl)cc1	1%

Source: PubChem BioAssay (MTDP)

These rows are one share of the data (hit frequency here may not be typical).
